Screens (PubChem BioAssay)
Measles CPE = protection of cells from measles virus | actives 1.5% (n = 140,000) | protection (pct of control), % at 4 µM | Measles virus-infected cells, CPE protection, absorbance; in the data active = protection mostly above about 24%, no sharp cut-off; inactive = mostly below about 26%; note: some compounds called inactive have numbers as strong as hits
HCT116 PTEN-null = growth suppressors of cells with PTEN tumor suppressor deletion. HCT116 PTEN-null viability, CellTiter-Glo, 60 h; hits give low values. viability, % at 10 µM. actives 1.2% (n = 140,000);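 active = viability at or below a set limit, 4 SD under the median of all tested compounds, cut at about 3.7% in these data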;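 note: PTEN knockout HCT116 line with beta catenin targeted HCT116 as companion control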
Phagocytosis inh = macrophage phagocytosis inhibition; J774A.1 macrophage IgG-bead phagocytosis, imaging; inhibition, % at 5 µM; actives 0.07% (n = 110,000); AID 1029;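 active = inhibition above the mean of the plate negative controls plus 5 SD, cut at about 13% in these data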;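 note: phagocytic index as fraction of beads internalized from green versus red external bead signal; plate controls were DMSO negative control for no effect and cytochalasin-D positive control for full effect; some results beyond the cut were filed as inactive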
GALR2 blocker = GALR2 (human) receptor antagonism; O43603; GALR2-expressing cells, antagonist mode; inhibition, % at 4 µM; actives 0.39% (n = 140,000); AID 828; in the data active = inhibition above about 27%;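 note: cells stimulated with galanin 1-16 at roughly its EC80; 0% = agonist challenge control and 100% = basal control without agonist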
Target sequence (O43603 whole entry, looked up): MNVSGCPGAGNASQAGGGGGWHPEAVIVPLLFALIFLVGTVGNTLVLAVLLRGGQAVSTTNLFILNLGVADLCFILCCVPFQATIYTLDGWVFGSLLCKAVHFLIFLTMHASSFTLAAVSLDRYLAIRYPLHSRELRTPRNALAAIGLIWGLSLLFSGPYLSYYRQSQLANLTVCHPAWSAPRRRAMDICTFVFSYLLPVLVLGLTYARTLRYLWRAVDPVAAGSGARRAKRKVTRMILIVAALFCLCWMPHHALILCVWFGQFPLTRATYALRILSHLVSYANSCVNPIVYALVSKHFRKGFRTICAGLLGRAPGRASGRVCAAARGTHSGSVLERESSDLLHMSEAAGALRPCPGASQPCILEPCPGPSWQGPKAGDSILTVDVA
Yeast growth inh = reduces growth of yeast BB579 in restrictive medium | inhibition, % at 10 µM | actives 0.51% (n = 140,000) | S. cerevisiae BB579 growth, OD615, 48 h;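 active = inhibition above a set limit, 3 SD over the mean compound inhibition, cut at about 44% in these data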; note: inactives centre near -24
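Test system: S. cerevisiae DeaD strain BB579 yeast; Medium: restrictive CSMM-D medium; Compound: one dose, 10 µM compound with 0.25% DMSO; Incubation: 4 h cell preincubation, 48 h compound exposure, 30 °C humidified; Signal: OD at 615 nm; Benchmarks: amphotericin B at 10 µg/mL as positive control.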
NPY Y2 blocker = antagonists of human neuropeptide Y receptor Y2 | NPY-Y2 expressing cells, antagonist mode | inhibition, % at 2.7 µM | actives 0.99% (n = 140,000) | AID 793; in the data active = inhibition above about 17%;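 note: 0% = vehicle with agonist challenge and 100% = reference antagonist with challenge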
Target sequence (P49146 whole entry, looked up): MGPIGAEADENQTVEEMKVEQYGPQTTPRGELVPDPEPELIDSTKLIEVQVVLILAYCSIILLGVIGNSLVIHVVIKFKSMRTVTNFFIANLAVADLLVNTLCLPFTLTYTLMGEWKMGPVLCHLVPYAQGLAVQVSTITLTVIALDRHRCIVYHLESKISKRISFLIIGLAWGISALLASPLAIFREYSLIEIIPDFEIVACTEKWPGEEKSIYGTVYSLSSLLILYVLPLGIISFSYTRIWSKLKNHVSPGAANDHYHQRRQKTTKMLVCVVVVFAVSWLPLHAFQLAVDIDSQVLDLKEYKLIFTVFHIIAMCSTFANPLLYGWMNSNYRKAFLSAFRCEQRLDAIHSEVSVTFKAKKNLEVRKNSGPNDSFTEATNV
Yeast lifespan up = extends the lifespan of yeast; actives 0.68% (n = 130,000); S. cerevisiae growth with nicotinamide, OD615; deaD strain in restrictive glucose medium; AID 775; inhibition of the nicotinamide effect, % at 10 µM;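 active = inhibition above a set limit, placed 3 SD over the median of all compounds, cut at about 26% in these data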;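 note: 0% = nicotinamide-treated wells and 100% = cells grown without nicotinamide; some compounds called inactive have numbers as strong as hits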
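Test system: DeaD-strain S. cerevisiae / Buffer or medium: restrictive glucose medium / Also added: nicotinamide 1.5 mM / Doses: one concentration, 10 µM, DMSO 0.25% / Schedule: 48 h at 30 °C / Signal: OD615 measurement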
E-sel TNF inh = blocks E-selectin expression induced by TNF alpha | HUVEC TNFa-induced E-selectin immunofluorescence, high content | inhibition, % at 2 µM | actives 0.71% (n = 120,000) | AID 1246;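 active = inhibition above the batch mean plus 3 SD, and confirmed as a hit on visual image review, cut at about 43% in these data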;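 note: 0% = TNF-stimulated DMSO wells and 100% = unstimulated control wells; not every result past the cut was called active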
HCT116 bCat-KO = beta-catenin-lacking colon tumor cell growth suppression; HCT116 beta-catenin knockout viability, CellTiter-Glo, 60 h; hits give low values; viability, % at 10 µM; actives 1.5% (n = 140,000);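 active = viability at or under a set limit, the compound median less 4 SD, cut at about 6% in these data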;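 note: 0% = Hyamine 1622 control at 20 µM and 100% = untreated cell control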
MRP1 act = activators of MRP-1; AID 799; H69AR cells + doxorubicin, viability rescue, CellTiter-Glo; actives 0.61% (n = 140,000); viability increase, % at 10 µM;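 active = viability gain under doxorubicin at or above a set limit, the compound median plus 3 SD, cut at about 4.7% in these data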;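 note: MRP-1 overexpressing cells given doxorubicin 25 µM after compound pretreatment; 18-22 h compound pretreatment then 72 h with doxorubicin before readout; 0% = doxorubicin-only wells and 100% = vehicle-treated cells without doxorubicin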
The depositor's hits bear a star.

COc1ccc(-c2nc3n(n2)C(=O)CC(c2ccco2)S3)cc1 (configuration not stated) was read as Measles CPE 5.5, HCT116 PTEN-null 91.8, GALR2 blocker 20.5, Yeast growth inh -47.5, NPY Y2 blocker -0.4, Yeast lifespan up -9.5, E-sel TNF inh -24.1, HCT116 bCat-KO 87.1 and MRP1 act -4.5.
`O=C1C2C3C=CC(C3)C2C(=O)N1c1n[nH]c(-c2cccnc2)n1` (configuration not stated) gave Measles CPE 6.8, HCT116 PTEN-null 105.2, Phagocytosis inh 0.6, GALR2 blocker -1.3, Yeast growth inh -32.5, NPY Y2 blocker 3.0, Yeast lifespan up -4.2, E-sel TNF inh 12.6, HCT116 bCat-KO 93.1 and MRP1 act -0.5.
Screening COc1ccccc1NC(=O)CSc1nnnn1-c1ccc(C)cc1 returned Measles CPE 28.6, HCT116 PTEN-null 103.2, GALR2 blocker -0.7, Yeast growth inh -21.3, NPY Y2 blocker 2.2, E-sel TNF inh -15.3, HCT116 bCat-KO 86.0 and MRP1 act -1.1.
`C[C@@]1([C@@H](NC(=O)c2cccs2)c2ccc(-c3ccccc3)cc2)C[C@H]1C1CCCCC1` gave Measles CPE 27.4, HCT116 PTEN-null 63.9, GALR2 blocker -8.8, Yeast growth inh -41.2, NPY Y2 blocker 3.2, Yeast lifespan up 2.8, E-sel TNF inh -2.7, HCT116 bCat-KO 62.2 and MRP1 act -1.9.
O=C(O)CCC(=O)Nc1ccc(N2CCOCC2)cc1 was read as Measles CPE 34.0, HCT116 PTEN-null 96.0, Phagocytosis inh -2.7, GALR2 blocker -9.7, Yeast growth inh -9.0, NPY Y2 blocker -4.2, Yeast lifespan up -8.5, E-sel TNF inh 11.1, HCT116 bCat-KO 102.2 and MRP1 act 0.2.
`O=c1ccc(Oc2nc(N3CCCCC3)nc(N3CCCCC3)n2)n[nH]1` gave Measles CPE 7.9, HCT116 PTEN-null 78.8, Phagocytosis inh -0.6, GALR2 blocker 3.8, Yeast growth inh -29.3, NPY Y2 blocker -2.8, Yeast lifespan up -5.3, HCT116 bCat-KO 87.6 and MRP1 act -2.7.
`Cc1ccc2c(c1)[C@@H](O)C[C@@H](C)N2N=O` gave Measles CPE 2.5, HCT116 PTEN-null 100.1, GALR2 blocker -9.1, Yeast growth inh -20.4, NPY Y2 blocker 3.0, Yeast lifespan up -1.6, E-sel TNF inh -5.9, HCT116 bCat-KO 91.5 and MRP1 act -2.3.
For CC(=O)NC(CCS(C)(=O)=O)C(=O)Nc1ccc2c(c1)OCO2 (configuration not stated) the results were Measles CPE 19.1, HCT116 PTEN-null 89.4, Phagocytosis inh -1.6, GALR2 blocker -0.6, Yeast growth inh 44.1*, NPY Y2 blocker 1.7, Yeast lifespan up 9.4, E-sel TNF inh -10.8, HCT116 bCat-KO 91.6 and MRP1 act -0.4.
`CCC(C)(C)NC(=O)C(c1cccc(OC)c1)N(C(=O)c1ccn[nH]1)c1cccc(OC)c1` (configuration not stated) gave Measles CPE 13.9, HCT116 PTEN-null 69.8, Phagocytosis inh 0.8, GALR2 blocker 8.8, Yeast growth inh -27.1, NPY Y2 blocker -2.1, Yeast lifespan up -10.7, HCT116 bCat-KO 83.9 and MRP1 act -0.7.
Screening CCCCN(CCCC)CCCNC(=O)CC1Oc2ccc(C)cc2NC1=O (configuration not stated) returned Measles CPE 15.0, HCT116 PTEN-null 93.0, Phagocytosis inh 0.3, GALR2 blocker -2.1, Yeast growth inh -18.0, NPY Y2 blocker 12.9, Yeast lifespan up 3.3, E-sel TNF inh 32.1, HCT116 bCat-KO 85.0 and MRP1 act -0.9.
CC(C)n1c2ccccc2c2cc([N+](=O)[O-])ccc21 was read as Measles CPE 8.4, HCT116 PTEN-null 93.9, Phagocytosis inh -4.5, GALR2 blocker -3.4, Yeast growth inh -11.2, NPY Y2 blocker 1.6, Yeast lifespan up -0.7, HCT116 bCat-KO 88.2 and MRP1 act -1.6.
For CS(=O)(=O)N(CC(=O)Nc1cc(Cl)ccc1Cl)c1ccccc1 the results were Measles CPE 13.5, HCT116 PTEN-null 91.1, Phagocytosis inh -0.7, GALR2 blocker -7.0, Yeast growth inh -31.9, NPY Y2 blocker 3.4, Yeast lifespan up 1.1, E-sel TNF inh -9.2, HCT116 bCat-KO 90.6 and MRP1 act -0.2.
`COc1cccc(N=c2oc3c(C)ncc(CO)c3cc2C(N)=O)c1` gave Measles CPE 6.4, HCT116 PTEN-null 77.9, Phagocytosis inh 1.5, GALR2 blocker -8.9, Yeast growth inh -20.6, NPY Y2 blocker 1.3, Yeast lifespan up -16.1, E-sel TNF inh 13.1, HCT116 bCat-KO 84.1 and MRP1 act -2.3.
Screening COC(=O)c1cc(C)nc(N)c1C#N returned Measles CPE 7.2, HCT116 PTEN-null 93.8, Phagocytosis inh -1.0, GALR2 blocker -22.4, Yeast growth inh 6.8, NPY Y2 blocker 1.1, Yeast lifespan up -18.9, E-sel TNF inh 13.9, HCT116 bCat-KO 98.1 and MRP1 act -1.3.
Screening Cc1ccc(N2C(=O)C3C(C2=O)C(C(=O)c2ccc(Cl)cc2)N2CCCC32)cc1 (configuration not stated) returned Measles CPE 8.9, HCT116 PTEN-null 97.8, Phagocytosis inh -1.2, GALR2 blocker -2.0, Yeast growth inh -61.5, NPY Y2 blocker 4.0, Yeast lifespan up 3.0, E-sel TNF inh -30.8, HCT116 bCat-KO 98.7 and MRP1 act -2.3.
`COc1ccc(-c2noc(-c3cccc(OC)c3OC)n2)cc1OC` gave Measles CPE 11.3, HCT116 PTEN-null 96.9, Phagocytosis inh -0.3, GALR2 blocker -11.3, Yeast growth inh -44.6, NPY Y2 blocker 0.5, Yeast lifespan up -1.7, HCT116 bCat-KO 89.6 and MRP1 act -1.3.
O=C(CCCC(=O)Nc1cccnc1)Nc1cccnc1 was read as Measles CPE 2.1, HCT116 PTEN-null 86.5, GALR2 blocker -10.0, Yeast growth inh -14.4, NPY Y2 blocker 5.0, Yeast lifespan up 1.6, E-sel TNF inh -6.2, HCT116 bCat-KO 85.9 and MRP1 act -3.2.
CC(C)C(NS(=O)(=O)c1ccccc1)C(=O)OCc1cc([N+](=O)[O-])cc2c1OCOC2 (configuration not stated) was read as Measles CPE 12.9, HCT116 PTEN-null 74.5, Phagocytosis inh -5.6, GALR2 blocker -20.6, Yeast growth inh -27.8, NPY Y2 blocker 7.4, Yeast lifespan up -1.8, HCT116 bCat-KO 88.1 and MRP1 act -1.3.
Screening COCCn1c(SCC(=O)N2CCC(C)CC2)nc2ccccc2c1=O returned Measles CPE 21.1, HCT116 PTEN-null 90.8, Phagocytosis inh -0.3, GALR2 blocker -3.1, Yeast growth inh -19.8, NPY Y2 blocker 4.5, Yeast lifespan up -5.9, E-sel TNF inh -10.5, HCT116 bCat-KO 94.8 and MRP1 act -1.1.
`COc1ccc(/C(O)=C2\C(=O)C(=O)N(c3cc(C)on3)C2c2ccccc2OC)cc1` (configuration not stated) gave Measles CPE 2.1, HCT116 PTEN-null 117.4, GALR2 blocker 1.6, Yeast growth inh -76.1, NPY Y2 blocker 1.8, Yeast lifespan up -9.4, E-sel TNF inh -20.6, HCT116 bCat-KO 93.0 and MRP1 act -1.1.
Cc1cc(C)nc(SCc2nnc(SCC(=O)Nc3nc(-c4ccccc4)cs3)n2-c2ccccc2)n1 was read as Measles CPE 6.4, HCT116 PTEN-null 87.5, GALR2 blocker 4.0, Yeast growth inh -84.4, NPY Y2 blocker 0.2, Yeast lifespan up -10.2, E-sel TNF inh -40.2, HCT116 bCat-KO 90.0 and MRP1 act -1.0.
`COc1ccc(OC)c(NC(=O)CN2C(=O)NC3(CCOc4ccccc43)C2=O)c1` (configuration not stated) gave Measles CPE 5.2, HCT116 PTEN-null 95.3, Phagocytosis inh -0.1, GALR2 blocker -9.9, Yeast growth inh -23.6, NPY Y2 blocker 0.8, Yeast lifespan up 11.3, E-sel TNF inh -14.1, HCT116 bCat-KO 94.3 and MRP1 act -2.5.
`O=C(Nc1cccc2cccnc12)c1ccc(Br)o1` gave Measles CPE 6.3, HCT116 PTEN-null 87.2, Phagocytosis inh -0.7, GALR2 blocker 5.1, Yeast growth inh -55.0, NPY Y2 blocker 10.3, Yeast lifespan up -12.7, E-sel TNF inh -3.1, HCT116 bCat-KO 82.7 and MRP1 act -4.9.
CCc1c(C)nc2ncnn2c1N1CCCC(C(=O)Nc2cc(F)ccc2C)C1 (configuration not stated) was read as Measles CPE 7.0, HCT116 PTEN-null 92.9, Phagocytosis inh -0.8, GALR2 blocker 13.4, Yeast growth inh -17.6, NPY Y2 blocker 3.6, Yeast lifespan up -4.3, E-sel TNF inh -9.6, HCT116 bCat-KO 93.4 and MRP1 act -0.6.
For Cn1c(=O)c2c(ncn2CC(=O)OCC(=O)NC(c2ccccc2)c2ccccc2)n(C)c1=O the results were Measles CPE 7.2, HCT116 PTEN-null 92.6, Phagocytosis inh -3.5, GALR2 blocker 4.7, Yeast growth inh -37.9, NPY Y2 blocker 3.2, Yeast lifespan up -3.6, HCT116 bCat-KO 90.2 and MRP1 act -0.7.
CC(=O)Nc1nc(CCC(C)C)cc2c1c(=O)oc1ccccc12 was read as Measles CPE 6.9, HCT116 PTEN-null 82.4, Phagocytosis inh 2.8, GALR2 blocker -15.4, Yeast growth inh -34.5, NPY Y2 blocker 1.1, Yeast lifespan up -14.6, E-sel TNF inh -8.9, HCT116 bCat-KO 83.2 and MRP1 act -0.4.
Screening CCN1C=CC2=C(C#N)C(N)C(C#N)(C#N)C(c3ccccc3C(F)(F)F)C2C1 (configuration not stated) returned Measles CPE 26.6, HCT116 PTEN-null 71.5, GALR2 blocker 14.6, Yeast growth inh -40.6, NPY Y2 blocker -0.2, E-sel TNF inh -1.3, HCT116 bCat-KO 66.8 and MRP1 act -6.9.
`Cc1cccc(NC(=O)CCN2CCOCC2)c1` gave Measles CPE 8.5, HCT116 PTEN-null 106.0, Phagocytosis inh -0.7, GALR2 blocker -9.0, Yeast growth inh -9.4, NPY Y2 blocker 0.4, Yeast lifespan up -7.1, HCT116 bCat-KO 104.2 and MRP1 act 0.3.
Screening CCOC(=O)Nc1sc2c(c1C#N)CCC(C)C2 (configuration not stated) returned Measles CPE 5.6, HCT116 PTEN-null 104.3, GALR2 blocker -4.7, Yeast growth inh -10.5, NPY Y2 blocker 0.5, Yeast lifespan up -8.7, E-sel TNF inh -15.1, HCT116 bCat-KO 88.8 and MRP1 act -0.4.
`CC(=O)Nc1ccc(C(=O)NNC(=O)CCc2ccccc2)cc1` gave Measles CPE 12.4, HCT116 PTEN-null 96.8, GALR2 blocker -6.9, Yeast growth inh -42.5, NPY Y2 blocker 0.9, Yeast lifespan up -1.6, E-sel TNF inh -23.4, HCT116 bCat-KO 105.0 and MRP1 act -0.8.
For CCOc1nc(S(=O)(=O)c2ccc(C)cc2)c(Cl)s1 the results were Measles CPE 4.0, HCT116 PTEN-null 95.4, Phagocytosis inh -0.8, GALR2 blocker 2.6, Yeast growth inh -8.4, NPY Y2 blocker 0.6, Yeast lifespan up -23.1, E-sel TNF inh 16.5, HCT116 bCat-KO 94.9 and MRP1 act -3.8.
